# bIAP inh: blocks bovine intestinal alkaline phosphatase activity; 190,000 tested, under 10 active; purified bovine IAP, CDP-star luminescence, 30 min; inhibition, % at 20 µM;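 active = over 50% inhibition of intestinal alkaline phosphatase at 20 µM in the single-dose screen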
#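 System: Purified bovine intestinal alkaline phosphatase (IAP) enzyme | Input: IAP diluted 1/65,000,000 in the well | Also added: CDP-star chemiluminescent phosphatase substrate, 30 µM final | Dosing: 20 µM single dose | Times: Enzyme reaction for 30 min at room temperature | Detection: Luminescence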
# TNAP inh no acc: inhibitors of human TNAP without phosphate acceptor; AID 1012; inhibition, % at 20 µM; 200,000 compounds, 0.26% hits; purified TNAP, CDP-star luminescence, 30 min;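 active = tissue-nonspecific alkaline phosphatase inhibition above about 50% at 20 µM in the single-dose screen, limit read from the data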;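 also: 0% = DMSO negative control and 100% = EDTA positive control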
# Target sequence (P05186 whole entry, looked up): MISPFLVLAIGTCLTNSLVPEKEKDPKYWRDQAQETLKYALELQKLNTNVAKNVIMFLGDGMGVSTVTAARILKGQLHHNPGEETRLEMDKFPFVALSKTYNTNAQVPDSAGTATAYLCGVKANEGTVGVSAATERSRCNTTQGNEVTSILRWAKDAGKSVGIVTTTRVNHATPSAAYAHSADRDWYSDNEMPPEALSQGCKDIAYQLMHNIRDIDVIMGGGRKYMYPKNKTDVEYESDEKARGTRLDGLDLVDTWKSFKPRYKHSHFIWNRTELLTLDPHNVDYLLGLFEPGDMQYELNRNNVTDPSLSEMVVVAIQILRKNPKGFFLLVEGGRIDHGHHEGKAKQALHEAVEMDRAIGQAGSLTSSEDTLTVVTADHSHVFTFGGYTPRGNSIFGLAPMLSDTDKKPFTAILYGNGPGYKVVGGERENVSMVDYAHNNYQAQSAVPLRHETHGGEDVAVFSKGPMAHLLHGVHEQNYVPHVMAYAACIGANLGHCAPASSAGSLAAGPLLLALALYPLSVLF
# FLuc inhib CS: Photinus pyralis luciferase inhibition counter-screen; P08659; ATPLite firefly luciferase biochemical luminescence, 10 min; inhibition, % at 10 µM; 200,000 compounds, 1.5% hits; AID 1006;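 active = inhibition above about 50% when tested at 10 µM, limit read from the data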
# bIAP act: intestinal alkaline phosphatase (bovine) activation; purified bovine IAP, CDP-star luminescence, 30 min; hits give high values; fold of DMSO-control signal, blank-subtracted; activation factor at 20 µM; 200,000 compounds, 0.17% hits;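 active = activation factor of 2 or more at 20 µM, a signal rise over negative controls twice the positive control's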
# TNAP inh hiacc: blocks human TNAP under high phosphate acceptor concentration; P05186; purified TNAP, CDP-star luminescence, 1 M DEA; inhibition, % at 20 µM; 200,000 compounds, 0.03% hits; AID 1135;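 active = over 50% inhibition of tissue-nonspecific alkaline phosphatase at 20 µM in the single-dose screen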;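 also: plate controls were DMSO wells for no effect and EDTA-quenched wells as full inhibition for full effect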
# RAM inhibit: inhibitors of the yeast RAM network. S. cerevisiae dse1pr::URA3 reporter, 5-FOA growth OD615, 2 d; analog-sensitive cbk1-as2 kinase mutant strain. inhibition, % at 50 µM. 190,000 compounds, 1.8% hits. AID 868;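 active = inhibition above a set limit, 3 SD over mean compound inhibition, cut at about 8.4% in these data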;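 also: 0% = DMSO-only wells with no growth and 100% = 10 µM 1-NA-PP1 full growth; inhibition rescues growth on 5-FOA so higher OD means more RAM inhibition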
# Lmaj promast: inhibitors of Leishmania major promastigote growth; 200,000 compounds, 9% hits; Leishmania major promastigotes, resazurin fluorescence viability; inhibition, % at 10 µM; in the data active = inhibition above about 50%;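 also: promastigotes grown with compound for 44 hours at 28 °C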
# FLuc act counter: firefly luciferase counter-screen for stimulation assays; ATPlite luciferase biochemical, luminescence, 10 min; 0 = ATP-free wells, 1 = DMSO control; activation factor at 10 µM; 200,000 tested, under 10 active;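 active = luciferase activation factor, scaled between plate controls, of at least 2 with compound at 10 µM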
#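 System: cell-free luciferase reagent; medium: PBS as buffer for the ATP substrate; doses: test compounds dosed from 2 mM stocks in 100% DMSO; incubation: 10 min, room temperature; measured by: luminescence from luciferase reaction; read-out: luciferase activation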
# APP 5UTR inh: APP translation inhibition. 190,000 compounds, 0.82% hits. SH-SY5Y APP 5'UTR-luciferase reporter, luminescence. inhibition, % at 2 µM;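 active = inhibition above a set limit, derived from the sample mean plus 3 SD, cut at about 45% in these data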; also: values of inactives mirror those of a sister screen read the other way
# TNAP act hiacc: activators of human TNAP at high phosphate acceptor concentration; 200,000 tested, under 10 active; activation factor at 20 µM; purified TNAP, CDP-star luminescence, 1 M DEA, 30 min; hits give high values; 0 = EDTA background, 1 = DMSO-only activity; P05186;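 active = activation factor at least 2 at 20 µM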
#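 system = human TNAP | amount = enzyme diluted 1/800 final | reagent = 100 µM CDP-star substrate | signal = luminescent substrate turnover signal | dosing = one dose, 20 µM | benchmarks = EDTA negative control, DMSO positive control | measure = activation factor | timing = 30 min reaction, room temperature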
# * hit, by the source's call; i = inactive.
SMILES,bIAP inh,TNAP inh no acc,FLuc inhib CS,bIAP act,TNAP inh hiacc,RAM inhibit,Lmaj promast,FLuc act counter,APP 5UTR inh,TNAP act hiacc
Cc1cc(-n2nc(C)cc2C)nc(NS(=O)(=O)c2ccccc2Cl)n1,6,-6,0,0.9,0,0.1,6,1,0,1
Cc1ncc(CN2CCN(C(C)C)C(CCO)C2)s1 (stereo not given),3,-8,-2,1,-5,0.2,0,1,4,1.1
COc1ccc(-n2c(=S)[nH]c3c(sc(=S)n3-c3ccccc3)c2=O)c(OC)c1,-3,-12,-3,1,-1,7.0,-3,1,1,1
COc1ccc(CNC(=O)c2c(N)n(CCCN3CCOCC3)c3nc4ccccc4nc23)cc1,-16,-12,-12,1.2,-6,-0.1,87*,1.1,19,1.1
Cn1ncc2c(NNC(=O)C3CCCCC3)ncnc21,-28,-31,-4,1.3,2,-0.4,-11,1,1,1
O=C(c1ccc(F)cc1)C1CCN(C(=O)N2CCOCC2)CC1,5,-10,-6,1,-6,-0.8,-10,1.1,2,1.1
Cc1cc(C)nc(N(C#N)Cc2ccccc2)n1,-5,-12,-1,1.1,-5,-0.8,-8,1,-7,1.1
CC1CC(C)(C)NC(=S)N1CCCC(=O)Nc1ccc(F)cc1 (stereo not given),0,0,-6,1,0,1.0,-2,1.1,2,1
CCCCSc1nc2c(cnn2-c2ccc(Cl)cc2)c(=O)[nH]1,6,-10,-3,0.9,3,1.2,-4,1,-12,1
COc1ccc(/C(N)=N/OC(=O)Cc2ccccc2)cc1,0,-53,11,1,2,-0.4,-6,0.9,-70,1
CC(=O)Nc1ccccc1OC(C)C(=O)N1CCC(C)CC1 (stereo not given),-1,-14,-2,1,-2,4.9,-5,1,-5,1
Cc1nnc(NC(=O)CSc2nnc(Cc3ccccc3)n2Cc2ccccc2)s1,6,-13,-6,0.9,-6,6.3,-9,1.1,-6,1.1
Cc1ccc(S(=O)(=O)N(c2cccc(C(F)(F)F)c2)C2C=CS(=O)(=O)C2)cc1 (stereo not given),11,-15,-9,0.9,-6,2.6,29,1.1,-81,1.1
COCCOC(=O)C1=C(C)N=C2SCCC(=O)N2C1/C=C/c1ccccc1 (stereo not given),5,-5,-3,0.9,-5,1.6,-3,1,-7,1.1
CC(C)CN(C(=O)COC(=O)c1ccc(-c2ccccc2)cc1)C1CCS(=O)(=O)C1 (stereo not given),4,-9,-5,1,-5,3.5,0,1.1,-12,1.1
COC(=O)C1(S(=O)(=O)c2ccc(C)cc2)CCOCC1,5,-6,-1,1,-2,-0.4,-3,1,-1,1
CC(=O)/C(=C(/O)c1ccccc1)c1nc2ccccc2[nH]1,-2,-18,18,1,-5,0.5,-2,0.8,-39,1
COc1ccc(C(C(=O)NC(C)(C)C)N(Cc2ccco2)C(=O)CCC(=O)Nc2cc(C)on2)cc1 (stereo not given),-1,-4,-6,1,2,0.0,87*,1.1,-2,1
Cc1nn(-c2ccccc2)c2c1C(=O)N(c1ccccc1)C(=O)C(C)(C)C2,-10,-6,0,1.1,-5,0.4,-2,1,17,1.1
Cc1cccc(NC(=S)NNC(=O)Cc2ccccc2)c1,4,-75,-5,1,-3,0.3,-5,1,-12,1
CO/N=C/Cc1c([N+](=O)[O-])c(C)nn1C,-4,-13,-7,1,-8,0.7,9,1.1,-4,1.1
COCCCNC(=O)c1ccc2c(c1)OCO2,0,-11,1,1,-4,0.9,-5,1,-15,1
CN1CCc2nc(SCC(=O)Nc3ccc(OC(F)(F)F)cc3)c(C#N)c(-c3cccs3)c2C1,31,-2,-3,0.7,-1,3.9,7,1,-8,1
Cc1cc(C(=O)NNC(=S)NCc2ccco2)n(C)n1,-12,-176,-5,1.1,-3,0.4,-9,1,14,1
CCCCN(CCCNC(=O)Cn1ncc2ccsc2c1=O)Cc1ccccc1,-5,-9,0,1.1,-5,0.6,12,1,-13,1.1
COc1ccc(-c2nc3ccccn3c2CN2CCN(c3ccccc3F)CC2)cc1,-7,i,1,1.1,-7,1.0,85*,1,-9,1.1
CCCCOc1c(Br)cc(/C=C2\N=C(C)OC2=O)cc1OCC,5,-6,-1,1,-2,0.0,-4,1,-4,1
CC1(C)N=C(c2ccc(Cl)cc2Cl)C(=O)N1,15,-9,-3,0.8,1,2.6,-5,1,0,1
CCOc1ccc(CSC(=N)N)cc1,0,23,1,1,3,0.4,1,1,29,1
Cn1nc(C(F)(F)F)c2cc(C(=O)N3CCOCC3)sc21,-1,-2,2,1,3,0.9,-2,1,-14,1

# Full records, looked up by structure:
# `Cn1nc(C(F)(F)F)c2cc(C(=O)N3CCOCC3)sc21` in the list: bIAP inh = -1; TNAP inh no acc = -2; FLuc inhib CS = 2; bIAP act = 1; TNAP inh hiacc = 3; RAM inhibit = 0.9; Lmaj promast = -2; FLuc act counter = 1; APP 5UTR inh = -14; TNAP act hiacc = 1
# `CN1CCc2nc(SCC(=O)Nc3ccc(OC(F)(F)F)cc3)c(C#N)c(-c3cccs3)c2C1` in the list: bIAP inh = 31; TNAP inh no acc = -2; FLuc inhib CS = -3; bIAP act = 0.7; TNAP inh hiacc = -1; RAM inhibit = 3.9; Lmaj promast = 7; FLuc act counter = 1; APP 5UTR inh = -8; TNAP act hiacc = 1

# (cont.)
SMILES,bIAP inh,TNAP inh no acc,FLuc inhib CS,bIAP act,TNAP inh hiacc,RAM inhibit,Lmaj promast,FLuc act counter,APP 5UTR inh,TNAP act hiacc
O=C(NC(=O)c1cccc(OC(F)(F)C(F)F)c1)OC1CCS(=O)(=O)C1 (stereo not given),19,-11,-3,0.8,0,0.3,-3,1,2,1
Cc1ccc(Nc2nc(-c3ccccc3)c(CC(=O)O)s2)cc1,6,-17,6,0.9,-9,6.4,-3,0.9,-53,1.1
CC(Nc1nc(N2CCCC2)nc2ccccc12)c1ccccc1 (stereo not given),18,-12,-3,0.8,-4,2.4,100*,1,1,1
CCN(CC)C(=O)CSc1ncnc2c(-c3cccs3)nsc12,10,-9,3,0.9,-4,5.4,0,1,-13,1
COC(=O)c1[nH]c2ccccc2c1NC(=O)CN1CCC(C(N)=O)(N2CCCCC2)CC1,-3,-2,-2,1,-3,-0.5,1,1,26,1
O=C(c1cnccn1)N1CCN(c2ccccc2F)CC1,6,-7,0,0.9,0,0.6,-8,1,12,1
O=C(CSc1ccccc1)N1CCN(c2ccccc2)CC1,11,-8,0,0.9,-1,4.3,7,1,-31,1
Cc1c(Br)c(C(F)(F)F)nn1CC(=O)NCc1ccco1,15,-14,-2,0.9,-3,0.9,1,1,14,1
Cc1csc(NC(=O)CSc2nnc(Cn3c(=O)sc4ccccc43)n2-c2ccccc2)n1,-3,-8,-2,1,-4,1.1,14,1,6,1
O=C1N(c2cccc(Cl)c2)C(c2ccc(Cl)cc2)N2CCCN12 (stereo not given),-12,-7,-3,1.1,-1,3.1,4,1,0,1
O=C(NCCN1C(=O)S/C(=C\c2cccs2)C1=O)c1ccco1,0,-12,1,1,1,3.8,-7,1,16,1
O=C(CNCCO)N1N=C(c2cccs2)CC1c1cccs1 (stereo not given),-8,0,0,1.1,-1,0.2,1,1,5,1
COc1ccc(-n2cnnc2SCC(=O)NC2CCS(=O)(=O)C2)cc1 (stereo not given),5,-12,-6,1,-6,1.4,-4,1.1,3,1.1
Cc1ccc2[nH]c(=O)c(CN(CC3CCCO3)C(=S)NCc3ccco3)cc2c1 (stereo not given),7,-14,-6,0.9,-4,4.5,57*,1.1,-4,1
COc1ccc(NC(=O)Cn2c(=O)sc3ccccc32)cc1,3,-1,-1,1,-2,1.2,29,1,17,1

# Quoted from the listing:
# `COc1ccc(CNC(=O)c2c(N)n(CCCN3CCOCC3)c3nc4ccccc4nc23)cc1` @ FLuc inhib CS: -12
# `COc1ccc(-n2cnnc2SCC(=O)NC2CCS(=O)(=O)C2)cc1` (stereo not given) @ RAM inhibit: 1.4
# `CCCCOc1c(Br)cc(/C=C2\N=C(C)OC2=O)cc1OCC` @ FLuc act counter: 1
